HRas wt GTP: modulators of GTP binding to human HRas wildtype; GST-Ras wt beads, Bodipy-FL-GTP binding, flow cytometry; actives lie on both sides; AID 759; 190,000 compounds, 0.14% hits; GTP binding activity, % at 10 µM;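 active means GTP binding activity at least 20% away from the 100% baseline, either lowered as inhibitor or raised as activator; inconclusive means flagged as likely green fluorescent, judged across all proteins in the well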;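 further: 0% = unlabeled GTP competition control and 100% = no-compound control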
Target sequence (P01112 whole entry, looked up): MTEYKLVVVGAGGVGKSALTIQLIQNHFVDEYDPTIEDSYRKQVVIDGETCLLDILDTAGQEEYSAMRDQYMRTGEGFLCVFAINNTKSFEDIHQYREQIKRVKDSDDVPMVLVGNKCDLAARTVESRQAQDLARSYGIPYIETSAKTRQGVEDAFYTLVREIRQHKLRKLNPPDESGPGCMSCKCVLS
Rac1 wt modul: human Rac1 wildtype GTP binding, inhibitors and activators; GTP binding activity (% of control), % at 10 µM; GST-Rac1 beads, fluorescent GTP binding, flow cytometry; actives lie on both sides; 0 = cold GTP competed, 100 = untreated; 190,000 compounds, 0.27% hits;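 active means GTP binding activity at least 20 points away from the 100% control level, either lower or higher; inconclusive means compound flagged as likely green fluorescent, judged across all proteins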
Rac1 mut GTP: modulators of GTP binding to human Rac1 activated mutant | 190,000 compounds, 0.11% hits | GST-Rac1 activated beads, fluorescent GTP binding, flow cytometry; actives lie on both sides; 100% means binding = to untreated wells | P63000 | percent activity (GTP binding), % at 10 µM;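 active means GTP binding at least 20 percentage points away from the 100% baseline, in either direction, so actives lie on both sides; inconclusive means Compound likely fluorescent itself, or too few beads counted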
Mcl-1 Bim block: disrupts Bim peptide binding to human Mcl-1 | AID 1009 | Bead-based flow cytometry, Bim peptide-Mcl-1 binding | inhibition, % at 10 µM | 190,000 compounds, 0.1% hits | Q07820; in the data active means inhibition above about 40%;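 further: 0% = no compound tracer wells and 100% = peptide blocker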
Target sequence (Q07820 whole entry, looked up): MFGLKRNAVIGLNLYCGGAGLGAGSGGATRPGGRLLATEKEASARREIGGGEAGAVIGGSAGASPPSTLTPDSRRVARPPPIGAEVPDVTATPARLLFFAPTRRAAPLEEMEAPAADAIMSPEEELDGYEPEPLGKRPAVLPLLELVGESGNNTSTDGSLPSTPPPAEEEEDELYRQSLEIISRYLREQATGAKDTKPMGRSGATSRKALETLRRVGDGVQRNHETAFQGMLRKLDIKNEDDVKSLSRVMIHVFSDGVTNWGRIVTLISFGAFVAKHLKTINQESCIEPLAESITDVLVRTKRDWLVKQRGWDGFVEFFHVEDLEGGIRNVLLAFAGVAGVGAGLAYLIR
Rab2 wt GTP: changes GTP binding to wildtype dog Rab2A, up or down; P61105; AID 760; 190,000 compounds, 0.19% hits; GTP binding activity, % at 10 µM; GST-Rab2 wt beads, Bodipy-GTP binding, flow cytometry;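 active means GTP binding activity at least 20 points away from 100%, either lowered or raised; inconclusive means signal likely due to the compound's own green fluorescence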;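 further: 0% = beads with excess unlabeled GTP and 100% = no-compound control corrected for plate trend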
Rab7 wt GTP bind: alters GTP binding to wildtype dog Rab7; GST-Rab7 beads, fluorescent GTP binding, flow cytometry; actives lie on both sides; untreated = 100%, excess cold GTP = 0%; GTP binding activity (percent of control), % at 10 µM; 190,000 compounds, 0.055% hits; AID 758;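 active means fluorescent GTP binding to Rab7 beads changed by at least 20 points from the 100% baseline, either direction, mostly lower; inconclusive means compound itself probably fluorescent, or too few beads counted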;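 further: median green fluorescence of bound Bodipy-FL-GTP per Rab7 bead population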
Mcl1-Bid inh: Mcl-1/Bid interaction inhibition; Q07820; TR-FRET Mcl-1/Bid-Dy647 peptide binding, 1536-well; inhibition, % at 21.7 µM; 220,000 compounds, 0.97% hits; AID 1021;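 active means compounds that cut the binding signal by more than half at the single screening dose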;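 further: His-tagged Mcl-1 with europium anti-His antibody binding Bid BH3 peptide; 0% = Mcl-1 plus peptide wells and 100% = peptide-only wells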
Mcl1 Noxa PPI: disrupts binding of human Mcl-1 to Noxa peptide; TR-FRET Mcl-1/Noxa peptide binding, 2 h; inhibition, % at 21.7 µM; 220,000 compounds, 1.5% hits; AID 1022;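 active means compounds that cut the protein-peptide binding signal by more than 50% relative to plate controls in a single-dose test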;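 further: His-tagged Mcl-1 with rhodamine Noxa BH3 peptide and terbium anti-His antibody; 0% = Mcl-1 plus Noxa peptide wells and 100% = peptide-only wells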
Pf gametocyte: P. falciparum stage V gametocyte viability inhibition; 150,000 compounds, 0.065% hits; AID 743093; inhibition, % at 10.9 µM; P. falciparum stage V gametocytes, ATP luminescence, 24 h;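 active means inhibition above the mean plus 3 SD of compounds within the control limits, set per campaign, cut at about 38% in these data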;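 further: 0% = DMSO wells and 100% = medium only without gametocytes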
Cdc42 wt GTP: modulators (inhibitors or activators) of GTP binding to human Cdc42 wildtype | 190,000 compounds, 0.2% hits | AID 761 | P60953 | GST-Cdc42 beads, Bodipy-GTP binding, flow cytometry; actives lie on both sides | percent activity (GTP binding), % at 10 µM;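 active means percent activity GTP binding at least 20 points away from the 100% baseline, either down as inhibitor or up as activator; inconclusive means compound flagged as likely green fluorescent from well-wide comparison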;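 further: median bead fluorescence of bound Bodipy-FL-GTP at 100 nM; 0% = excess unlabeled GTP control and 100% = no compound control; below 100% means less GTP binding so inhibitor and above means activator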
Target sequence (P60953 whole entry, looked up): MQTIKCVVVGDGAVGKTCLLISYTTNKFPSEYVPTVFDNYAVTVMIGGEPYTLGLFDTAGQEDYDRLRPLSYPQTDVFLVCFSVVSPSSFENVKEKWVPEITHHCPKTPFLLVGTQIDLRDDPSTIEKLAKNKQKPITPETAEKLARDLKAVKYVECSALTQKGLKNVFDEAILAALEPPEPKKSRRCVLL
RGS8-Gao reg: human RGS8-Galphao interaction regulation; P09471; multiplexed bead flow cytometry, RGS8-Galphao binding; actives lie on both sides; response (percent of control binding), % at 10 µM; 220,000 compounds, 0.34% hits; in the data active means response below about 60% or above about 140%; inactive means in between;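 further: Galphao activated as the GDP aluminium fluoride complex binding bead-coupled RGS8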
Target sequence (P09471 whole entry, looked up): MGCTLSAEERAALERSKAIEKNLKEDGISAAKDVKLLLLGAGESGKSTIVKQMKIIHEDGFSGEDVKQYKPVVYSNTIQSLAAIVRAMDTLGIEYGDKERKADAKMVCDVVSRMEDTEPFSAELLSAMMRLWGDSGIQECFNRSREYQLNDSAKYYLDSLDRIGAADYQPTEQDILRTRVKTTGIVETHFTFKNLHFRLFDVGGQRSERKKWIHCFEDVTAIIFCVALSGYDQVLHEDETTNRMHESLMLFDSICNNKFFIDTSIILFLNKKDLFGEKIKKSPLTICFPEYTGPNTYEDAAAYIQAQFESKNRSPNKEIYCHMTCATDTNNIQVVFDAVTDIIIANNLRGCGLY
* marks the source's active call; other numbers are inactive results; ? = inconclusive; · = no result given; [ ] = remark or other dose.

SMILES	HRas wt GTP	Rac1 wt modul	Rac1 mut GTP	Mcl-1 Bim block	Rab2 wt GTP	Rab7 wt GTP bind	Mcl1-Bid inh	Mcl1 Noxa PPI	Pf gametocyte	Cdc42 wt GTP	RGS8-Gao reg
CCOC(=O)CSc1nc(N)c(C#N)c(CC(C)C)c1C#N	104	99	99	-1	104	101	-10	0	-1	102	97
Cc1cc(C(F)(F)F)c(C#N)c(N2CCOCC2)n1	98	100	99	-6	101	100	7	-9	-19	98	114
CC(C)c1cc(C(=O)O)n(-c2ccccc2)n1	104	102	100	0	101	103	17	26	-4	104	98
Cc1ccc2c(c1)nnn2C1CCN(S(=O)(=O)c2ccc(C(=O)N3CC(C)CC(C)C3)cc2)CC1 (stereo not given)	98	93	97	0	95	96	-3	3	11	97	104
O=C(Nc1ccc(C(=O)O)cc1)Nc1cccc([N+](=O)[O-])c1	96	99	95	-1	96	94	-5	17	·	97	150*[activator]
Cc1ccc2occ(/C=C/C(=O)c3ccccc3O)c(=O)c2c1	103	99	100	0	102	99	-19	-11	-11	100	103
CCc1nn2c(=O)cc(CSc3nc(C)cc(=O)[nH]3)nc2s1	100	104	100	0	99	98	-11	-2	·	97	102
CCN(c1cccc(C)c1)C(C(=O)Nc1ccc(OC)cc1)c1cc2c(cc1[N+](=O)[O-])OCO2 (stereo not given)	99	103	98	-4	98	98	-60	14	·	102	103
CCCn1c(CN2CCN(C(=O)OCC)CC2)nc2c1c(=O)n(C)c(=O)n2C	97	94	95	0	97	99	-5	7	·	95	99
CCOC(=O)CSc1ccc(C(=O)Nc2ccc(OC)cc2)cn1	99	99	95	0	94	100	7	-8	·	91	102
O=C(COc1ccccc1)N(Cc1ccco1)c1ccc(O)cc1	100	103	98	-1	100	98	-17	9	·	100	101
CCOC(=O)c1cc(C(=O)NN)c(C)nc1C	96	105	99	-3	97	93	-5	7	2	99	91
Cc1ccc(S(=O)(=O)NC(=O)NCc2ccc3c(c2)OCO3)cc1	97	99	94	4	94	94	-9	13	·	97	101
CCc1nnc(NC(=O)CSc2nnc(-c3c[nH]c4ccccc34)n2C)s1	97	100	97	0	98	98	-15	-5	·	98	101
O=C(N/N=C/c1cccnc1)c1cc2ccccc2o1	101	106	102	-4	99	102	-13	-2	-7	104	101
O=C(c1ccccc1F)N1CCN=C1SCc1cccnc1	99	104	98	0	100	101	-9	4	·	101	79
O=c1[nH]n2c(=O)c3c([nH]c2c1N=Nc1cccc(C(F)(F)F)c1)CCCC3	95	95	94	-4	95	98	-29	-22	-10	92	87
C/C(=N\OCC(=O)Nc1ccc(F)c(F)c1F)c1cc2ccccc2o1	97	98	97	-5	96	98	12	20	·	100	101
O=C1CC(SC2=NCCS2)C(=O)N1c1ccc(Br)cc1 (stereo not given)	102	102	102	0	102	99	-36	-6	14	102	96
Cc1cc(C)c(NC(=O)CSc2nc3c(c(=O)n2C)SC(C)C3)c(C)c1 (stereo not given)	105	111	104	0	106	102	-18	1	·	106	102
Cc1cc(C(=O)NCCCn2ccnc2)cs1	97	102	98	-3	97	98	-5	21	-16	98	103
CSc1nc2ccccc2n1C(=O)Oc1ccccc1	103	105	98	-3	100	103	-21	1	-1	99	101
CCOC(=O)CSc1nc(Nc2ccc3c(c2)OCO3)c2ccccc2n1	97	98	96	-1	95	95	-8	1	·	99	103
Clc1ccc(CN=C(Nc2ccccc2)NC2CCCCC2)cc1	97	98	97	-1	98	100	-26	26	-10	97	100
CCOC(=O)C1=C(C)Nc2sc(C(=O)c3ccc(OC)cc3)c(N)c2C1c1ccc(C(=O)OC)cc1 (stereo not given)	94	103	97	-1	93	90	-51	11	-11	94	92
SMILES	HRas wt GTP	Rac1 wt modul	Rac1 mut GTP	Mcl-1 Bim block	Rab2 wt GTP	Rab7 wt GTP bind	Mcl1-Bid inh	Mcl1 Noxa PPI	Pf gametocyte	Cdc42 wt GTP	RGS8-Gao reg
O=C(O)CC(CC(=O)Nc1nncs1)c1ccccc1 (stereo not given)	102	107	97	0	104	102	-13	17	·	103	98
COc1ccc(OC)c(NC(=O)c2ccc(CN(c3cc(Cl)ccc3C)S(=O)(=O)c3ccccc3)cc2)c1	101	102	96	-2	103	105	-9	6	·	103	101
Cc1ccccc1N(CC(=O)NCCc1ccccc1)C(=O)c1ccc(N2CCCC2)nc1	103	107	101	1	99	100	-10	0	·	104	104
O=C(/C=C/c1ccccc1)c1ccc(NC2=NCCCS2)cc1	99	103	97	-2	99	104	12	84*	2	97	102
O=c1c[n+]([O-])c2ccccc2n1OCc1c(F)cccc1F	103	110	101	-8	101	100	3	17	28	103	102
C=CCNC(=O)N[C@@H](CCSC)C(=O)OC	103	101	99	5	105	105	-94	11	16	101	100
Cc1cccc(NC(=O)c2c(C)nc3ccccn23)c1	101	102	97	-9	101	99	1	-15	·	102	101
Cc1ccccc1C(=O)N1CCC(C(=O)Nc2ccc(S(=O)(=O)N(C)C(C)C)cc2)CC1	103	105	100	0	102	105	-36	-2	-22	101	102
CCC(=O)Nc1cc(C)c(NC(=O)c2ccccc2OC)cn1	97	97	93	-3	96	98	-16	6	12	99	97
COc1ccc(NC(=O)COC(=O)CCCOc2ccc(Cl)cc2Cl)cc1	98	99	99	-3	97	96	4	9	-10	99	98
COc1ccccc1CC(=O)Nc1ccc(Cl)cc1C(=O)O	93	96	92	-1	93	96	-13	33	-7	93	104
CC(C)(C)c1ccc(/C=N/OCC(=O)NCc2ccc(F)cc2)cc1	100	102	96	-3	97	100	8	13	-3	98	104
O=P(c1ccccc1)(c1ccccc1)C(O)c1ccncc1 (stereo not given)	103	106	97	0	99	103	-3	6	·	108	101
CCCCNC(=S)N=Nc1c(O)n(Cc2ccccc2)c2ccccc12	95	95	94	-3	92	96	-77	-67	2	96	100
O=C(Nc1ccccc1C(F)(F)F)N1CCCCCC1	102	100	99	0	106	96	3	19	-1	105	102
NS(=O)(=O)c1ccc(CCNC(=O)c2cc(-c3cccs3)nc3ccccc23)cc1	95	100	94	0	95	98	-3	-1	-11	94	99
O=c1c2ccccc2nc(-c2ccco2)n1-c1nc2ccccc2s1	105	106	100	-4	101	104	-24	9	·	103	102
CC(=O)N1CCC(=NNC(=O)c2cccs2)CC1	99	105	98	-2	99	98	-40	-1	11	103	88
CC1CCN(C(=S)Nc2ccc(SC(F)F)cc2)CC1	99	103	98	-4	99	100	-55	9	·	101	104
O=C(Nc1ccncc1)C1c2ccccc2Oc2ccccc21	95	95	96	-4	94	94	-2	7	-10	98	101
CCOc1cc2c(cc1/C=C1/NC(=O)N(CC(=O)OC)C1=O)OCO2	?	?	?	0	?	?	-33	13	·	?	102
CC(NC(=O)Nc1ccccc1)c1ccccc1 (stereo not given)	104	103	97	0	104	107	-20	14	·	102	101
Cc1cc(Oc2ccccc2)nc(SCC(=O)Nc2ccc(Cl)c(Cl)c2)n1	101	99	94	0	101	104	1	1	7	98	107
COc1ccc(C(=O)c2ccc(N3CCN(C(=O)c4ccc(F)cc4)CC3)c(F)c2)cc1Br	105	105	101	2	102	104	8	-14	·	105	102
Cc1ccc(S(=O)(=O)CC(=O)N2CCCCCC2)cc1	100	101	98	-3	99	98	-11	-2	-3	101	101
SMILES	HRas wt GTP	Rac1 wt modul	Rac1 mut GTP	Mcl-1 Bim block	Rab2 wt GTP	Rab7 wt GTP bind	Mcl1-Bid inh	Mcl1 Noxa PPI	Pf gametocyte	Cdc42 wt GTP	RGS8-Gao reg
COc1ccc(-c2nc(NC3=NCCCCC3)sc2C)cc1	98	100	96	-1	96	95	-14	22	9	97	105
C/C(=N\NC(=O)c1cc(C)[nH]n1)C(C)(C)C	102	107	100	-5	99	100	3	12	18	103	95
CC(C)(C)NC(=O)c1cccc(NC(=O)c2cccc(O)c2)c1	99	96	95	-2	98	98	-17	9	6	99	100
CSc1cccc(NS(=O)(=O)c2ccc(F)cc2)c1	105	104	101	-2	105	105	-11	-2	·	105	101
CCOC(=O)Cn1nc(C)c(NC(=O)CCc2ccccc2)c1C	95	98	94	4	96	94	-14	-2	-7	96	100
COc1cc(-c2nnn(CC(=O)NCc3ccccc3)n2)cc(OC)c1OC	93	96	93	1	95	91	-4	4	·	93	100
CN(C)S(=O)(=O)c1cccc(NC(=O)COc2cccc(C#N)c2)c1	101	103	100	0	95	103	-44	-1	3	101	96
CCc1nn(C(C)C(=O)NCCN2CCN(c3cccc(C)c3C)CC2)c(=O)c2cc3occc3n12 (stereo not given)	97	99	96	-6	97	99	-48	-3	·	97	104
O=C1Nc2ccccc2N(O)N1c1cc(-c2ccc(Cl)cc2)[nH]n1	91	88	91	3	91	90	-11	-3	-22	91	105
COc1cc(OC)cc(C(=O)NNC(=S)NCc2ccco2)c1	98	100	97	-1	98	105	-35	15	-30	97	100
O=S1(=O)N=C(N2CCN(Cc3ccccc3)CC2)c2ccccc21	93	96	94	-4	95	95	-12	10	-31	96	105
COc1ccc(Nc2nc(N)nc(CN3CCC(Cc4ccccc4)CC3)n2)cc1	99	101	99	-2	99	101	-18	19	·	98	103
CCOC(=O)CSC1=C(C#N)C(=O)NC(c2ccc(OC)cc2)S1 (stereo not given)	94	96	86	-5	92	101	-3	-3	25	92	99
Cc1ccc(C)c(C(=O)NC(C)CCc2ccccc2)c1 (stereo not given)	95	101	97	-1	97	96	-7	-8	-12	94	106
CCC1CCc2[nH]nc(C(=O)O)c2C1 (stereo not given)	99	104	99	4	97	99	-21	-4	·	102	100
N#Cc1ccccc1Sc1ccccc1C(=O)OCC(N)=O	100	104	98	-1	98	104	-24	19	-10	98	102
CC1CN(S(=O)(=O)c2cccc(C(=O)NCc3ccc4c(c3)OCO4)c2)CC(C)O1 (stereo not given)	97	96	92	-3	98	95	-10	24	-2	98	103
Cc1cccc(C)c1NC(=O)CNC(=O)c1c(C)nn(C)c1Cl	97	101	98	3	100	95	-19	0	·	96	104
CN(O)/C=C/C(=O)c1ccc(Br)cc1	94	98	93	-2	94	93	-55	18	6	92	102
CCCCN(CC)CCNC(=O)CN1C(=O)COc2ccc(S(=O)(=O)N3CCCC3)cc21	102	102	103	-2	102	102	-28	-1	·	98	102
CCOC(=O)CCCCC(=O)c1[nH]c(=O)[nH]c1C[n+]1ccccc1	95	99	93	-4	95	99	-22	9	·	97	104
CCOC(=O)NC1(Nc2cccc(Cl)c2)Oc2ccccc2O1	97	103	98	-2	101	97	-7	16	-2	97	96
CC(=O)N1N=C(c2cccc(Cl)c2)OC1c1cccc([N+](=O)[O-])c1 (stereo not given)	100	100	99	-2	98	97	-2	13	0	98	119
O=C(CNC(=O)C1CCCCC1)Nc1ccc(Cl)cc1	99	104	95	-4	99	99	-11	24	·	100	100
COc1ccc(N2CCN(CCCNC(=O)Nc3ccccc3)CC2)cc1	102	107	99	-2	102	102	-31	27	·	103	115

High-throughput results deposited in PubChem by several laboratories.
